High-throughput results as filed in PubChem BioAssay.
TRPN1 ag: zebrafish TRPN1 (NompC) channel agonism; HEK293 zebrafish TRPN1-YFP, Fluo-8 calcium fluorescence; 100% = response to 87 µM carbachol; activation, % at 3 µM; hit rate 0.18% among 220,000; AID 1424;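 active = activation above its plate's cutoff, the mean activation of test wells on that plate plus 3 SD, cut at about 19% in these data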;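 also: 0% = DMSO alone and 100% = 87 µM carbachol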
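Assay system: Zebrafish TRPN1-YFP in HEK293 cells | Incubation: Dye loading 1 h at 37 °C, then 30 min room temperature | Measured by: Kinetic Fluo-8 fluorescence, ex 470-495, em 515-575 nm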
S1P4 antag: antagonists of human S1P4 receptor | O95977 | S1P4-expressing cells, antagonist mode, reporter read-out | inhibition, % at 4.98 µM | hit rate 0.26% among 220,000 | AID 1510; in the data active = inhibition above about 29%;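 also: 0% = wells stimulated with agonist and 100% = vehicle wells without agonist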
S1P4 ag: human S1P4 receptor agonism. S1P4-expressing cell line, agonist reporter assay. activation, % at 4.98 µM. hit rate 0.35% among 220,000. AID 1509; in the data active = activation above about 11%;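 also: 0% = DMSO vehicle and 100% = reference agonist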
TRPML3 agonist: human mucolipin-3 channel agonism | Q8TDD5 | HEK293 TRPML3-YFP, Fluo-8 calcium fluorescence; 100% = the carbachol control signal | activation, % at 3 µM | hit rate 0.29% among 220,000 | AID 1448;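 active = activation above its plate's cutoff, the mean activation of the plate's test wells plus 3 SD, cut at about 12% in these data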;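 also: 0% = DMSO only wells and 100% = carbachol wells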
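Material: HEK293 cells stably carrying human TRPML3-YFP; compound dosing: single dose, 3 µM final nominal compound, 0.3% DMSO final; incubation: 1-h 37 °C dye load, 5-s basal, 120-s post-compound reads; technique: Fluo-8 intracellular calcium fluorescence, excitation 470-495 nm, emission 515-575 nm; read-out basis: percent activation from peak-to-basal fluorescence ratio, scaled between DMSO and carbachol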
m-calpain inh: calpain II (pig) inhibition; purified calpain II, fluorogenic peptide substrate, 30 min; hit rate 0.37% among 220,000; inhibition, % at 16 µM; AID 1236;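 active = inhibition above about 50%, limit read from the data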
BaF3 parental: parental Ba/F3 viability inhibition as JAK2V617F counter-screen; CellTiter-Glo ATP luminescence; inhibition, % at 5.6 µM; hit rate 1.1% among 220,000; AID 1486;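 active = inhibition above a per-campaign cutoff, the mean inhibition of all tested compounds plus 3 SD, cut at about 27% in these data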;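 also: 0% = DMSO wells and 100% = JAK Inhibitor I control wells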
EP2 mod: modulates human prostaglandin E2 receptor EP2 signaling; P43116; EP2-expressing cells, cAMP HTRF FRET, PGE2 co-stimulation; hit rate 0.83% among 260,000; induction, % at 25 µM;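 active = compounds whose cAMP rise, as percent of the full-agonist control response, exceeds 60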;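 also: rat C6 glioma line stably carrying human EP2 under a CMV promoter; the protocol text gives 20 µM as final concentration; 100% = response of wells given 1 µM PGE2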
Ba/F3 V617F tox: reduce viability of Ba/F3 cells dependent on JAK2V617F; Ba/F3 EpoR-JAK2V617F viability, ATP luminescence; inhibition, % at 5.6 µM; hit rate 1.1% among 220,000; AID 1446;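 active = inhibition above the campaign mean plus 3 SD over all tested compounds, cut at about 24% in these data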;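 also: cytokine-independent growth of Ba/F3 cells driven by EpoR plus mutant JAK2; 0% = DMSO-treated cells and 100% = JAK inhibitor I control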
PERK inh: blocks human PERK kinase; Q9NZJ5; CHO PERK-DD fusion, SEAP luminescence translation reporter; inhibition, % at 5.6 µM; AID 1416; hit rate 0.17% among 220,000;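 active = inhibition above the mean inhibition of all tested compounds plus 3 SD, set separately per screening campaign, cut at about 2.9% in these data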;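 also: PERK kinase domain activated by AP20187 dimerizer at 100 nM; 0% = DMSO with dimerizer and 100% = rapamycin at 8.4 µM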
Target sequence (Q9NZJ5 whole entry, looked up, the tested form may be a part): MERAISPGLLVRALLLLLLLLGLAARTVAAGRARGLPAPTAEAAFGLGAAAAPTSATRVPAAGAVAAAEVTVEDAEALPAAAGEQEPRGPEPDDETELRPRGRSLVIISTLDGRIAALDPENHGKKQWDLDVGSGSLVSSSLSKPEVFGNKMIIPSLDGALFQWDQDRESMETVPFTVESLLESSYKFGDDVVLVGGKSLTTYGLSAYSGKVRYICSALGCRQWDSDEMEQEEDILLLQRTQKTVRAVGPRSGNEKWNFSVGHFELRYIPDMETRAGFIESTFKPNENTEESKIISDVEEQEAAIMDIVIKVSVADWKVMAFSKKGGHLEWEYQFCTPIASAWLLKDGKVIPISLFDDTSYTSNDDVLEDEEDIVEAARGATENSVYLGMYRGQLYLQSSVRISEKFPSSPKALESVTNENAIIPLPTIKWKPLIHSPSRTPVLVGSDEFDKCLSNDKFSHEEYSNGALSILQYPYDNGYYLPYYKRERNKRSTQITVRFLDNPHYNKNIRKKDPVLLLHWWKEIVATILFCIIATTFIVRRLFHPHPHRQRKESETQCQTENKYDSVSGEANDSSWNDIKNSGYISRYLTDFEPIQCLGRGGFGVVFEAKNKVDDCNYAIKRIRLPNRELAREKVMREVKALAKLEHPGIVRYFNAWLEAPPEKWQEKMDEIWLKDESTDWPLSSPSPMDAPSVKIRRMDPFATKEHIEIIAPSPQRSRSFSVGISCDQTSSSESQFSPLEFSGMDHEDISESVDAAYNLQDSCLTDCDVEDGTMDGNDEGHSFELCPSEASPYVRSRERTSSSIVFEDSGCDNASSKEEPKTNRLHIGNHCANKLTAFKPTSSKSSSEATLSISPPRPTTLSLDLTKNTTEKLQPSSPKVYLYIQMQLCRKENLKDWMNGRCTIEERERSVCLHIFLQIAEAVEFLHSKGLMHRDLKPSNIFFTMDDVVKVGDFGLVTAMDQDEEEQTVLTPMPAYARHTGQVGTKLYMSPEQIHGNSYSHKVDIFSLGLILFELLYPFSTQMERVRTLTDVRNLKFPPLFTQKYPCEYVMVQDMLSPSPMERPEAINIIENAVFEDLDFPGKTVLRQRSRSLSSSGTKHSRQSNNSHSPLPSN
* = called active by the depositor; i = inactive; . = no result given; & = joins results of further samples.

SMILES	TRPN1 ag	S1P4 antag	S1P4 ag	TRPML3 agonist	m-calpain inh	BaF3 parental	EP2 mod	Ba/F3 V617F tox	PERK inh
CCn1nc(C)c(/C=N/NC(=O)Cc2ccc(Cl)cc2)c1C	1.3	-11	1.9	0.6	29	7	0	-1	-0.4
Cc1ccc(-c2nnc(N3CCN(C(=O)Cn4c(=O)n(C)c5ccccc54)CC3)c3ccccc23)cc1	0.0	-3	1.8	1.0	-42	4	15	-2	-0.8
CCN(CC)CCCN1C(=O)C(O)=C(C(=O)c2ccc(C)o2)C1c1ccco1 (centres undefined)	1.7	-30	0.1	1.1	.	5	.	-1	2.1
CNc1oc(-c2ccc(Cl)cc2)nc1P(=O)(c1ccccc1)c1ccccc1	-1.2	4	0.6	-1.1	4	3	68*	-6	-0.6
CCOc1cc(NC(=S)NCCCN2CCOCC2)c(OCC)cc1NC(=O)c1cccc(C)c1	0.5	-8	-1.7	0.7	-134	6	5	-4	0.9
CCCOc1ccccc1N1C(=O)CC(N(O)c2ccccc2)C1=O (centres undefined)	-0.4	2	0.8	0.8	-38	1	6	-3	1.7
COc1ccc(NC(=O)CSc2nc(C)cs2)cc1OC	-0.9	4	-1.5	0.3	29	1	-15	-3	-0.1
Cc1csc(=NC(=O)c2ccccc2)n1Cc1ccco1	-2.2	-7	-0.4	-1.1	29	5	38	1	0.9
O=S(=O)(Nc1ccc(Cc2ccncc2)cc1)c1ccc(Br)cc1	8.5	5	0.6	4.8	14	8	-23	2	-0.6
O=C(C1=C(O)C(=O)N(c2nccs2)C1c1ccccc1)c1cc2ccccc2o1 (centres undefined)	16	3	1.1	12*	-4	-1	10	0	0.8
COc1ccc(CNC(=O)c2ccc(N3CCCC3=O)cc2)cc1	1.4	-11	1.6	0.9	-1	12	10	4	-0.6
CCCCNC(=O)C1CCCN(S(=O)(=O)c2c(C)noc2/C=C/c2cccs2)C1 (centres undefined)	0.6	7	-0.3	-0.2	-5	1	-33	3	-1.5
CCN1CCN(c2nc3c(c(=O)[nH]c(=O)n3C)n2CCSc2nc3ccccc3s2)CC1	0.6	-3	-1.1	1.0	-6	1	-4	1	-0.9
O=C(CN1CCN(c2ccc(F)cc2)CC1)c1cccs1	-0.2	-2	-0.1	0.1	22	9	-10	4	0.5
Cc1noc(C)c1COC(=O)c1cc2ccccc2cc1O	-0.1	26	-2.6	-0.1	-11	2	9	-2	1.3
Cc1ccc(NCC(=O)N/N=C\c2ccc([N+](=O)[O-])o2)cc1	1.1	8	-1.3	0.9	0	3	-14	3	1.3
OC12CCCCC1C(c1ccc3c(c1)OCO3)N(Cc1ccccc1F)CC2 (centres undefined)	-1.8	-29	0.1	-0.7	-1	4	42	-3	-0.7
O=C(c1cccnc1)N1N=C(C2CC2)CC1(O)C(F)(F)F (centres undefined)	1.0	-17	-0.2	1.5	16	8	21	-2	1.1
O=C(NCC(=O)N(c1cccnc1)C(C(=O)NC1CCCC1)c1ccco1)c1cccs1 (centres undefined)	-1.2	3	-2.3	-0.5	14	5	39	0	-0.2
O=C1CCCCCN1Cc1nnc(SCc2nc3ccccc3s2)n1-c1ccccn1	0.7	-22	1.2	0.6	-18	-3	16	-1	-0.4
Cc1cc(NC(=O)c2ccc(C)s2)n(-c2nc3ccccc3[nH]2)n1	1.7	-4	3.4	0.2	-24	2	63*	-6	0.0
CCCCCCn1c(SCCCC)nc2c1c(=O)[nH]c(=O)n2C	-1.1	-18	-0.4	0.3	19	-1	26	-2	0.4
CCn1ncc(/C=N\NC(=O)Cc2ccc([N+](=O)[O-])cc2)c1C	0.7	-10	-0.1	1.1	-9	2	-11	-3	0.6
Cc1ccc(CNC(=O)c2nnc(Cc3ccc(Cl)cc3)o2)cc1	0.6	0	1.8	-0.3	-11	1	-14	-1	-0.8
COc1ccc(CCNC(=O)c2cnn3cccnc23)cc1OC	-0.7	11	-1.1	0.9	-9	3	18	-4	-0.3
CCN1CCN(C(=S)Nc2cc(S(=O)(=O)N(CC)CC)ccc2C)CC1	1.6	-7	1.0	0.5	-27	9	-36	-2	-0.6
O=C(C1CCCN(S(=O)(=O)c2cccc3nsnc23)C1)N1CCc2ccccc2C1 (centres undefined)	5.3	-7	1.0	1.0	7	7	-1	-1	-1.5
COc1cccc(OC)c1C(=O)NNC(=O)c1ccc(F)cc1	1.4	3	0.1	1.0	-24	2	22	-1	0.6
Cc1ccc(-c2cc(C(F)(F)F)c(C#N)c(=O)[nH]2)cc1	1.6	-1	-0.7	0.6	-436	4	1	-1	1.0
Cc1ccc(C(=O)NCC2CCCO2)cc1[N+](=O)[O-] (centres undefined)	-0.1	0	-2.0	1.0	9	10	16	4	0.5
O=C(CN1CCCCC1)Nc1cccc(Oc2ccccc2)c1	-0.4	-8	2.7	1.0	27	4	-23	-1	-0.1
Cc1nc(CS(=O)c2ccccc2)cc(N2CCOCC2)n1 (centres undefined)	0.1	0	-1.7	0.6	11	-1	-12	-1	0.2
Cc1ccc(Cl)cc1NC(=O)COC(=O)C1CCCCC1	-1.2	-11	0.4	-0.7	7	4	2	-2	0.8
COc1cc(C(Nc2ccc3c(c2)OCO3)C(=O)NC2CCCCC2)cc(OC)c1OC (centres undefined)	-2.3	-8	-1.1	-0.2	10	4	2	1	-0.4
CC1(C)CC(=NOC(=O)c2ccccc2)CC(C)(C)N1	1.4	-11	0.9	0.5	-22	5	-5	3	0.8
Nc1nc(Sc2ccc([N+](=O)[O-])cc2[N+](=O)[O-])n[nH]1	-0.2	-12	0.4	-0.3	12	2	-2	-2	-1.2
Cc1ccn2c(CNCC3OCCc4ccccc43)c(C(=O)N3CCCCCC3)nc2c1 (centres undefined)	-2.6	-11	0.0	-0.2	11	5	-2	1	0.0
CCn1nnc(NC(=O)c2ccc(-c3ccc(Cl)cc3)o2)n1	-0.8	2	-1.1	0.4	-136	5	-46	-2	0.6
COc1ccccc1NC(=O)CCN1CC(C)OC(C)C1 (centres undefined)	3.1	-5	0.5	1.3	6	2	24	0	-0.7
Cc1cccc(C(=O)NN2S(=O)(=O)c3ccccc3S2(=O)=O)c1	1.6	4	0.3	1.5	-24	9	26	1	1.6
Cc1csc(Sc2nc3c(c(=O)[nH]c(=O)n3C)n2CCCc2ccccc2)n1	1.0	9	2.0	0.7	-7	-1	21	-2	0.1
CCOC(=O)c1ccc(NC(=O)Nc2c(C)nn(C)c2C)cc1	3.1	-28	1.1	0.6	7	2	8	0	0.4
CC(C)C(=O)Nc1ccc(C(=O)NNC(=O)c2cccs2)cc1	-0.1	-2	0.3	0.7	-11	8	4	2	1.6
COc1ccc(C2NCCc3c2[nH]c2ccccc32)cc1COc1ccc(F)cc1 (centres undefined)	3.5	-9	-0.7	0.6	-17	7	-62	5	-1.0
O=C(Nc1ccc2c(c1)OCO2)C1CCN(C(=O)c2cccs2)CC1	-0.8	-22	0.4	0.2	-4	0	34&-3	-4	0.4
Cc1ccc2nc3c(cc(C#N)c(=O)n3CC3CCCO3)c(=O)n2c1 (centres undefined)	-1.2	2	2.0	1.2	i	3	32	0	1.1
CC(=O)c1sc(NC(=O)CCOc2ccccc2)nc1C	1.4	-7	0.3	-0.2	42	4	26	0	-0.5
N#CCC(CNc1ncc(C(F)(F)F)cc1Cl)OC(=O)c1ccc(Cl)cc1Cl (centres undefined)	-0.6	-10	-0.7	-0.2	41	11	-14	7	0.1
COC(=O)CSc1[nH]c2cc(C)ccc2c1[N+](=O)[O-]	2.3	2	0.7	0.7	-20	2	-56&-9	-2	-0.1
CC(=O)Nc1ccccc1NC(=O)C/C(C)=N/NC(=O)c1ccccn1	-1.5	-5	0.7	-0.7	-21	2	-4	-7	1.8

Sorted by count of non-hydrogen atoms (largest number first): 5 of the compounds above
SMILES	TRPN1 ag	S1P4 antag	S1P4 ag	TRPML3 agonist	m-calpain inh	BaF3 parental	EP2 mod	Ba/F3 V617F tox	PERK inh
N#CCC(CNc1ncc(C(F)(F)F)cc1Cl)OC(=O)c1ccc(Cl)cc1Cl (centres undefined)	-0.6	-10	-0.7	-0.2	41	11	-14	7	0.1
CC(=O)Nc1ccccc1NC(=O)C/C(C)=N/NC(=O)c1ccccn1	-1.5	-5	0.7	-0.7	-21	2	-4	-7	1.8
Cc1ccc2nc3c(cc(C#N)c(=O)n3CC3CCCO3)c(=O)n2c1 (centres undefined)	-1.2	2	2.0	1.2	i	3	32	0	1.1
CCOC(=O)c1ccc(NC(=O)Nc2c(C)nn(C)c2C)cc1	3.1	-28	1.1	0.6	7	2	8	0	0.4
COC(=O)CSc1[nH]c2cc(C)ccc2c1[N+](=O)[O-]	2.3	2	0.7	0.7	-20	2	-56&-9	-2	-0.1

(next part)
SMILES	TRPN1 ag	S1P4 antag	S1P4 ag	TRPML3 agonist	m-calpain inh	BaF3 parental	EP2 mod	Ba/F3 V617F tox	PERK inh
CC(C)CC(=O)c1c[nH]c(C(=O)N2CCN(Cc3ccccc3)CC2)c1	0.5	2	1.6	0.9	7	5	8	0	0.0
CCOC(=O)N1CCN(c2c(N3CC=C(c4ccccc4)CC3)c(=O)c2=O)CC1	0.3	0	-0.4	0.6	-7	1	10	-1	-1.1
CCOC(=O)Cc1ccc(NC(=O)c2ccccc2Br)cc1	0.4	-12	-0.1	0.6	-11	2	15	3	-0.3
CCOC(=O)NN1C(=O)c2ccccc2NC1c1ccc(OC)cc1 (centres undefined)	-0.1	-12	-2.1	-0.7	-428	9	6	3	-0.3
Cc1c(C=O)c(=O)n(-c2ccccc2)n1C	1.7	-20	2.0	1.3	-11	8	23	-1	0.3
CCOc1ccc(NC(=O)Cn2sc3nc(C)cc(C)c3c2=O)cc1	-0.5	23	0.9	1.2	-16	-2	-41	-3	0.3
CCCC(=O)N1CC2(CCC)CN(C(=O)CCC)CC(CCC)(C1)C2=O	-0.4	-23	1.5	-0.5	-51	11	7	2	-1.1
NS(=O)(=O)c1cccc(NC(=O)COC(=O)c2cc(Cl)ccc2[N+](=O)[O-])c1	2.5	7	1.6	0.5	-3	2	-27	0	1.4
CN(C)c1oc(COc2ccc(F)cc2)nc1C#N	-0.7	5	1.9	0.0	2	4	17	4	0.0
Cc1nc(-c2cccc(NC(=O)c3cccs3)c2)cs1	2.1	-25	0.6	-0.1	-16	3	-33	-2	-0.6
O=C(NCCCn1cccn1)c1cc(COc2ccc(F)cc2Cl)on1	-0.9	-13	0.6	-0.5	-17	6	-20	-1	1.0
CC(C)CC(c1nnnn1Cc1ccccc1)N1CCN(C(=O)c2ccco2)CC1 (centres undefined)	-0.1	-17	1.2	-0.5	9	7	-13	3	-1.7
CCCNC(=O)c1cc(S(=O)(=O)N2CCc3ccccc32)ccc1F	-1.2	-35	0.9	-0.8	16	-3	-3	-5	-0.6
O=C1CC(NCc2ccccc2)C(=O)N1c1ccc(F)cc1 (centres undefined)	0.3	-9	-2.3	1.0	-6	6	-18	1	-0.7
Cc1oc2ccc(NS(=O)(=O)c3ccc(C(C)(C)C)cc3)cc2c1C(=O)Nc1ccccc1	1.6	-1	-1.0	0.1	-255	5	20	-3	1.1
COC(=O)/C(=C/c1ccc(F)cc1)NC(C)=O	0.7	-10	-0.1	0.5	2	1	5	-6	0.5
Oc1ccc(N2CCN(c3nnnn3-c3ccccc3)CC2)cc1	1.1	6	-1.8	1.0	15	4	-2	6	1.4

Rows were taken by chance (roughly 3.6% active in at least one column).
